# KCNK3 inh – human KCNK3 channel inhibition, primary screen. O14649. CHO-KCNK3 thallium flux, FluxOR fluorescence; active compounds read low. B-score at 10 µM. hit rate 0.84% among 340,000. AID 602410;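 active = B-score under library mean minus 4 SD, starting fluorescence ratio at most library mean plus 5 SD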;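 note: more negative B-score means stronger inhibition of thallium flux through KCNK3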
# HDAC3 inh – human HDAC3 inhibition; recombinant HDAC3, fluorogenic peptide/trypsin coupled, fluorescence; inhibition, % at 8.3 µM; hit rate 0.15% among 320,000; AID 2718; in the data active = inhibition above about 26%, passing the limit was not always enough; inconclusive = no clear call, values can overlap the other calls
# KCNQ1 act – human KCNQ1 channel potentiation or activation; P51787; B-score at 10 µM; CHO-K1 KCNQ1, thallium flux FluxOR fluorescence; active compounds read high; AID 2648; hit rate 0.35% among 310,000;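 active = fluorescence ratio B-score, a plate-corrected score, at least three library SD, with initial intensity B-score within 5 SD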
# Target sequence (P51787 whole entry, looked up): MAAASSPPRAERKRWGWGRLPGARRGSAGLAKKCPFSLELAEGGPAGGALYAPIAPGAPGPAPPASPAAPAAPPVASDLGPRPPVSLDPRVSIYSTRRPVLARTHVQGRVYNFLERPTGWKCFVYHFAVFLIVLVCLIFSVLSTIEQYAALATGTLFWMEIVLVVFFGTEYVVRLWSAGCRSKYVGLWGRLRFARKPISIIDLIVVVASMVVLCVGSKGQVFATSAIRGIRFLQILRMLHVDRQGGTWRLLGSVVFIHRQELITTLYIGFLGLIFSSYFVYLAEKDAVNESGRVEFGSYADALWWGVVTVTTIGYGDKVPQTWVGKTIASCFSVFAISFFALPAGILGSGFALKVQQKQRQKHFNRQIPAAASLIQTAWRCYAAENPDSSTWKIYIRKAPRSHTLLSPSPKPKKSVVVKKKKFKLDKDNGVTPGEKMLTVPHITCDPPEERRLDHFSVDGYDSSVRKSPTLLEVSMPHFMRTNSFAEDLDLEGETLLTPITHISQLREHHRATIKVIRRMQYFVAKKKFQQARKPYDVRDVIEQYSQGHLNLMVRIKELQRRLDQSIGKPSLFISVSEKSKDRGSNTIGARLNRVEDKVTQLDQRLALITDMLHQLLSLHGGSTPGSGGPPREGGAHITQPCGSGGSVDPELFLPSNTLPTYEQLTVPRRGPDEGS
#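 Assay system: stable KCNQ1 CHO-K1 line; medium: assay buffer, equal DMSO in all wells; timing: 90 min dye loading and 20 min compound exposure, both at room temperature; technique: kinetic FluxOR thallium fluorescence, 10-s 1-Hz baseline, 110-s post-stimulus read; read-out basis: B score of baseline-normalized fluorescence ratio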
# ANO1 block – blocks the mouse calcium-activated chloride channel TMEM16A; Q8BHY3; HEK293 TMEM16A/YFP iodide influx fluorescence, ionomycin; normalized B-score (activity score, 25-100; higher = stronger inhibition) at 10 µM; hit rate 1.2% among 310,000; AID 588511;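 active = ratio plate-corrected score three or more library SD toward inhibition, starting fluorescence score within five deviations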;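 note: score derived from kinetic fluorescence span divided by baseline fluorescence per well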
# RGS4 act – RGS4 potentiation or activation | HEK293 M3R/inducible RGS4, carbachol calcium flux Fluo4; active compounds read low | B-score at 10 µM | hit rate 0.92% among 310,000 | AID 463111;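 active = B-score of the integrated calcium signal more than 4 SD below the library mean, with starting fluorescence not abnormally high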;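 note: negative B-score means reduced calcium response which marks RGS4 activation or potentiation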
#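 Material: M3R-expressing HEK293 line, RGS4 induced by doxycycline | Schedule: Overnight RGS4 induction, 30 min dye load 37 °C, 20 min compound RT | Measured by: Fluo4 fluorescence kinetic imaging of calcium | Read-out: Integrated calcium ratio converted to B score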
# SKKanGAS inh – inhibitors of SKKanGAS S. pyogenes growth in kanamycin (SK-promoter or general growth effect); BacTiter-Glo, 6 h; inhibition, % at 7.5 µM; hit rate 1.3% among 300,000; AID 1662;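 active = mean replicate score, as percent of positive control median, at least 50; inconclusive = mean below 50 but one replicate at or above 50; inactive = mean and every replicate below 50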;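 note: strain carries kanamycin resistance gene driven by streptokinase promoter and grows in 40 µg/ml kanamycin; loss of luminescence reflects streptokinase promoter inhibition or plain growth inhibition; 0% = median of DMSO wells and 100% = positive control at its reference dose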
# KCNK9 inh – blocks the human KCNK9 two-pore domain potassium channel | Q9NPC2 | HEK293 KCNK9, FluxOR thallium flux fluorescence; active compounds read low | B-score at 10 µM | hit rate 1.2% among 310,000 | AID 488922;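 active = ratio B-score over 3 SD below the library mean, with starting fluorescence within 5 SD of its mean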;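 note: negative B-score means less thallium flux so channel inhibition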
# hERG protect – hERG (human) protection from proarrhythmic block. Q12809. hit rate 0.51% among 310,000. CHO-hERG, FluxOR thallium flux, dofetilide IC70 present. activation (rescue from dofetilide block), less the hit threshold, % at 10 µM;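 active = activation above the mean of controls blocked by dofetilide plus 5 SD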;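 note: thallium influx through hERG after potassium depolarization seen as dye fluorescence rise; in these data hits start at about 4.7%; inactives centre near -7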
# KCNQ1 inh – blocks the human KCNQ1 potassium channel; P51787; CHO-K1 KCNQ1, FluxOR thallium flux fluorescence; active compounds read high; B-score at 10 µM; hit rate 1.3% among 310,000; AID 2642;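 active = compounds whose thallium flux B-score, printed positive for inhibition, exceeds three library SD while starting fluorescence stays within three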;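 note: channel opened by potassium depolarization with thallium stimulus after 20 min compound exposure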
# ANO1 activ – mouse TMEM16A channel activation, primary screen; HEK293 TMEM16A/YFP-H148Q/I152L, iodide quench fluorescence; active compounds read low; hit rate 0.3% among 340,000; Q8BHY3; B-score at 10 µM; AID 623877;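 active = fluorescence-ratio B-score plate-corrected deviation score at least 3 library SD below zero, with starting fluorescence score within 5 deviations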;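 note: channel opened by trigger with iodide after compound preincubation; score built on the fluorescence ratio of max minus min over baseline; more negative score means more quench and so TMEM16A activation or potentiation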
# RGS4 block – human RGS4 inhibition | AID 463165 | P49798 | hit rate 0.45% among 310,000 | HEK293 M3R/RGS4 inducible, Fluo-4 calcium flux; active compounds read high; triggered by carbachol at its EC20 | B-score at 10 µM;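 active = B-score, a plate-corrected calcium signal, over three deviations above library mean, with baseline fluorescence within five deviations of library mean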;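 note: RGS4 expression induced by doxycycline in cells with stable M3 receptor; B-score is computed from the integrated fluorescence ratio over baseline after carbachol; higher B-score means a larger calcium signal and so more RGS4 inhibition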
# Target sequence (P49798 whole entry, looked up): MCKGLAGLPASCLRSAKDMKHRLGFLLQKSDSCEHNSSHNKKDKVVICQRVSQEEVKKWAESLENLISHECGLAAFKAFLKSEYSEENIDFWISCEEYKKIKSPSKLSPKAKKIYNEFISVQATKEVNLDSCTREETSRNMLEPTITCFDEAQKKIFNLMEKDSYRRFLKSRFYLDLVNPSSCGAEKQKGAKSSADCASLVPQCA
# * hit, by the source's call; i = inactive; ? = inconclusive; . = not tested or not shown. Rows were taken by chance; 6.3% or so of the library scored in one or more.
SMILES,KCNK3 inh,HDAC3 inh,KCNQ1 act,ANO1 block,RGS4 act,SKKanGAS inh,KCNK9 inh,hERG protect,KCNQ1 inh,ANO1 activ,RGS4 block
CC(C)(C)NC(=O)CCC1COc2ccccc2O1 (configuration not stated),i,3.9,i,i,i,7.3,i,-8.0,i,i,i
COc1ccc(C(=O)/C=C/c2ccc(N(C)C)cc2)c(OC)c1,i,13.1,i,i,i,-8.7,i,-31.0,i,i,i
CCOC(=O)Nc1ccc2c(c1)N(C(=O)CNC)c1ccccc1CC2,i,-1.8,i,i,i,2.2,i,-3.5,i,i,i
COc1cc(/C=N/O)cc(Br)c1OCc1ccc(Cl)cc1,i,18.0,i,i,i,4.1,i,-8.7,i,i,i
CC(=O)c1c(C)[nH]c(C(=O)CSc2nnc(-c3ccccc3)n2Cc2ccc3c(c2)OCO3)c1C,i,-0.2,i,i,i,10.4,i,-3.9,i,i,i
COc1ccc(CC(=O)Nc2ccc(C(=O)Nc3nccs3)cc2)cc1OC,i,.,i,.,i,-1.3,i,-18.4,i,i,i
CC(=O)c1ccc(Nc2cc(C)nc3c(C)cc(C)cc23)cc1,i,-3.5,i,i,i,7.2,i,-6.8,i,i,i
OCCC1CN(Cc2nc3c(s2)CCCC3)CCN1Cc1ccsc1 (configuration not stated),i,2.0,i,i,i,-0.1,i,-6.1,i,i,i
Cc1cccc(OCc2nnc(SCC(=O)c3cccs3)n2C)c1C,i,-1.8,i,i,i,-0.9,i,-6.1,i,i,i
Cc1ccc(Cl)cc1N1CCN(C(=O)C2CCC(=O)N(C3CCCCCC3)C2)CC1 (configuration not stated),-11.3*,10.3,i,100*,i,5.3,i,-16.6,i,i,i
Cc1c(C(=O)NCCN(C)C)oc2ccc(S(=O)(=O)N3CCC4(CC3)OCCO4)cc12,i,-3.8,i,i,i,4.4,i,-2.8,i,i,i
O=C(C1CCCCC1)N(CCN1CCCC1)c1nc2ccccc2s1,i,3.5,i,i,i,5.5,i,-9.4,i,i,i
CC(C)(O)C(=O)N=Nc1c(O)[nH]c2ccccc12,i,2.9,i,i,i,-5.2,i,-3.4,i,i,i
O=C(COc1ccc(Cl)cc1)NCCS(=O)(=O)N1CCN(c2ccc(F)cc2)CC1,i,4.2,i,i,i,-0.6,i,-4.5,i,i,i
CCOC(=O)/C=c1\s/c(=C\c2ccc3c(c2)OCCO3)c(=O)n1CC(=O)NCC1CCCO1 (configuration not stated),i,6.4,i,i,i,2.1,i,-0.3,i,i,i
Fc1ccc(-c2cnn3c(-c4cccs4)ccnc23)cc1,i,.,i,.,i,2.7,i,-6.6,i,i,i
CCOC(=O)N1CCN(Cc2nc3c(c(=O)n(C)c(=O)n3C)n2Cc2ccc(F)cc2)CC1,i,4.3,i,i,i,-6.6,i,-12.5,i,i,i
O=C(NC12CC3CC(CC(C3)C1)C2)C12CC3CC(C1)CC(n1cnc(Cl)n1)(C3)C2,i,-0.8,i,i,i,-2.9,i,-4.4,i,i,i
CC(C)C(=O)Nc1ccccc1C(=O)OCC(=O)c1ccc2c(c1)OCCO2,i,1.7,i,i,i,-1.8,i,-9.2,i,i,i
COc1ccc(CN2C(=NC(=O)C3CC3)SC3CS(=O)(=O)CC32)cc1 (configuration not stated),i,5.2,i,i,i,-2.0,i,-6.1,i,i,i
CS(=O)(=O)c1nc(S(=O)(=O)c2ccc(Cl)cc2)c(NCCCN2CCOCC2)s1,i,2.6,i,i,i,-5.2,i,-2.7,i,i,i
CSc1ccccc1C(=O)NC1CCCC1,i,-2.5,i,i,i,0.0,i,-6.5,i,i,i
CC(=O)c1ccc(OCCCC(=O)NC2CCCCC2C)cc1 (configuration not stated),i,-1.1,i,i,i,-12.2,i,-8.3,i,i,i
O=C(c1cnn2c(C(F)(F)F)cc(-c3ccco3)nc12)N1CCCCCC1,i,-2.7,i,i,i,-5.3,i,-5.1,i,i,i
Cc1ccccc1C(=O)NCCNC(=O)c1ccccn1,i,-1.7,i,i,i,4.8,i,-4.5,i,i,i
Cc1nc2ccc(C(C(F)(F)F)(C(F)(F)F)C(F)(F)F)cc2[nH]1,i,31.8*,i,i,i,-1.4,i,-18.4,i,i,i
O=C1CCC(=O)N1c1nc2nc(-c3ccccc3)cc(-c3ccccc3)n2n1,i,-9.9,i,i,i,-1.0,i,-3.6,i,i,i
c1ccc(OCCSc2nnc3sc4ccccc4n23)cc1,i,-4.5,i,i,i,-2.5,i,-8.4,i,i,i
CC1(C)NC(=O)N(CC(O)CN(c2ccccc2)S(=O)(=O)c2ccc([N+](=O)[O-])cc2)C1=O (configuration not stated),i,6.7,i,i,i,-2.8,i,-5.9,i,i,i
O=C(CN(C(=O)Cn1nnc(-c2cccs2)n1)c1cnc2ccccc2c1)NCC1CCCO1 (configuration not stated),i,0.9,i,i,i,-1.4,i,-3.0,i,i,i
O=C(CCOc1ccccc1)Nc1cccc(S(=O)(=O)Nc2ccccc2Cl)c1,i,1.1,i,i,i,4.7,i,-12.9,i,i,i
COCCNc1oc(-c2ccc(C)cc2)nc1C#N,i,-101.5,i,i,i,-5.7,i,-0.7,i,i,i
CCc1nnc(NS(=O)(=O)c2ccc(NC(=S)NC(=O)c3ccc(OC)cc3)cc2)s1,i,.,i,i,i,9.3,i,-4.5,i,i,i
Cc1cc(SCC(=O)Nc2cccnc2Cl)nc2ccccc12,i,-2.3,i,i,i,5.3,i,-10.8,i,i,i
CC(=O)c1ccc(NC(=S)N2CC(C)CC(C)C2)cc1 (configuration not stated),i,4.4,i,i,i,1.8,i,-13.6,i,i,i
O=C1CSC(=NC(=O)c2ccccc2)N1,i,5.5,i,i,i,2.4,i,3.2,i,i,i
CCOC(=O)c1sc2nc(C)c([N+](=O)[O-])c(COC)c2c1N,i,-0.5,i,i,i,-5.4,i,-12.4,i,i,i
O=C(c1ccc([N+](=O)[O-])cc1)n1nc(-c2ccccc2)nc1NCc1ccc(F)cc1,i,-0.6,i,i,i,1.1,i,-6.0,i,i,i
O=C(CSCc1ccc([N+](=O)[O-])cc1)NCCSCc1ccccc1,i,4.1,i,i,i,2.8,i,-4.5,i,i,i
Cc1ccc(CNc2nc(-c3cccs3)nc3ccccc23)cc1,i,-2.8,i,i,i,28.7,-8.84*,-17.5,i,i,i
CC(=O)c1cccc(N(CC(=O)O)S(C)(=O)=O)c1,i,-4.4,i,i,i,-3.7,i,-6.5,i,i,i
Cc1cc(Nc2cc(C)on2)n2ncnc2n1,i,6.7,i,i,i,1.5,i,-4.5,i,i,i
CN(C)c1ccc(/C=N/OC(=O)Nc2ccccc2Cl)cc1,i,-4.1,i,i,i,-2.0,i,-13.0,i,i,i
FC(F)(F)c1cnc(-c2cnc(-c3ccccn3)nc2)c(Cl)c1,i,5.9,i,i,i,55.5*,i,-0.7,i,i,i
CCNC(=O)C(=O)NCC1OCCCN1S(=O)(=O)c1cccs1 (configuration not stated),i,-0.8,i,i,i,-1.4,i,-1.7,i,i,i
Cn1c(-c2ccc(F)cc2)cnc1NCc1ccc(F)cc1F,i,.,i,.,i,3.8,i,-4.8,i,i,i
COc1cc(C=O)ccc1OCc1ccccc1Br,i,5.4,i,i,i,9.0,i,-1.7,i,i,i
COc1cc(OC)c2ccc(=O)oc2c1C(CCN1CCCC(C)C1)c1ccc2c(c1)OCO2 (configuration not stated),i,?,i,i,i,-1.0,i,-9.2,i,i,i
Fc1ccc(Nc2nnc(C(F)(F)F)s2)cc1,i,8.1,i,i,i,-3.0,i,-6.3,i,i,i
COc1ccc(CCN(C)C(=O)C2CCCN(C3CCN(Cc4ccccc4)CC3)C2)cc1OC (configuration not stated),i,-4.3,i,i,i,-4.4,i,-5.9,i,i,i

# Whole records, looked up by structure. Order of screens: KCNK3 inh, HDAC3 inh, KCNQ1 act, ANO1 block, RGS4 act, SKKanGAS inh, KCNK9 inh, hERG protect, KCNQ1 inh, ANO1 activ, RGS4 block
# `O=C(C1CCCCC1)N(CCN1CCCC1)c1nc2ccccc2s1` reads i, 3.5, i, i, i, 5.5, i, -9.4, i, i, i
# `FC(F)(F)c1cnc(-c2cnc(-c3ccccn3)nc2)c(Cl)c1` reads i, 5.9, i, i, i, 55.5*, i, -0.7, i, i, i

# Remaining list, next part.
SMILES,KCNK3 inh,HDAC3 inh,KCNQ1 act,ANO1 block,RGS4 act,SKKanGAS inh,KCNK9 inh,hERG protect,KCNQ1 inh,ANO1 activ,RGS4 block
CCc1ccc(C(O)(CC)C(CN2CCOCC2)c2ccccc2)cc1 (configuration not stated),i,13.8,i,i,i,-0.4,i,-6.5,i,i,i
CCCCCCn1cnc2c(c1=O)c1nc3ccccc3nc1n2/N=C/c1ccco1,i,.,i,.,i,26.1,i,-5.9,i,i,i
COc1cc(/C=C/C(=O)OC2CC3CCC2(C)C3(C)C)ccc1O (configuration not stated),i,7.0,i,i,i,60.7*,i,-8.0,i,i,i
Cc1ccccc1N=C/C=C1/C=C(c2ccccc2)OC(C)(C)O1,i,2.2,i,i,i,4.9,i,-6.3,i,i,i
CN(C)C(=S)Nc1ccc(Cl)cc1,i,-6.9,i,i,i,0.5,i,-4.6,i,i,i
O=C(Nc1cccc(Cl)c1)Nc1ccon1,i,-2.6,i,i,i,-0.8,i,-10.0,7*,i,i
CCC(=O)NC(Nc1sc2c(c1C(=O)OC)CCN(C)C2)(C(F)(F)F)C(F)(F)F,i,1.9,i,i,i,5.2,i,-12.8,i,i,i
O=C(CSc1nc2ccccc2c(=O)n1-c1cccc(C(F)(F)F)c1)NC1CC1,i,5.5,i,i,i,5.2,i,-7.0,i,i,i
COc1ccc(S(=O)(=O)c2ccccc2)cc1NC(=O)c1c(F)cccc1F,i,-1.0,i,i,i,13.0,i,-10.5,i,i,i
CN(C1=C(N2CCCCC2)C(=O)c2ccccc2C1=O)c1ccccc1,i,4.7,i,i,i,17.9,-14.9*,-10.2,i,i,i
O=C(CCN1C(=O)/C(=C/C=C/c2ccccc2)SC1=S)Nc1cccnc1,i,-1.4,i,i,i,-9.2,i,-14.2,i,i,i
CCc1c(C)sc(NC(=O)C2CC(c3c(F)cccc3Cl)=NO2)c1C#N (configuration not stated),i,14.5,i,i,i,3.8,i,-7.3,i,i,i
O=C(c1ccc(Br)o1)N1CCN(C23CC4CC(CC(C4)C2)C3)CC1,i,2.8,i,i,i,-4.8,i,-12.0,i,i,i

# Compound activity: PubChem, several laboratories
